Assay outcomes: PubChem, several laboratories
Yp Topo-I inh: Y. pestis Topo-I inhibition via cleavage products. Y. pestis Topo-I cleavage product accumulation, plate reader. activity, % at 10 µM. 360,000 tested, 0.064% active; in the data active = activity above about 50%, passing the limit was not always enough; inconclusive = no clear call, values can overlap the other calls; also: inactives centre near 2
BoNT-F LC inh: blocks Botulinum neurotoxin F light chain protease; Multiplex microsphere protease cleavage assay, flow cytometry; inhibition, % at 10 µM; 360,000 tested, 0.22% active; AID 588497; in the data active = inhibition above about 35%, passing the limit was not always enough; inconclusive = no clear call, values can overlap the other calls; also: plate controls were buffer without enzyme for full effect and enzyme alone for no effect
PfHsp40 rescue: restores yeast growth despite PfHsp40 toxicity; growth rescue, % at 12.5 µM; 340,000 tested, 0.68% active; S. cerevisiae expressing PfHsp40, growth rescue, ATP luminescence; in the data active = growth rescue above about 28%, passing the limit was not always enough; inconclusive = no clear call, values can overlap the other calls;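 also: yeast W303a lacking pdr1 and pdr3 grown in galactose medium; growth measured after three days at 30 °C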
CCHF vOTU inh: blocks the CCHF virus ovarian tumor domain protease | CCHFV vOTU protease, Pep-AMC fluorescence | inhibition, % at 11.5 µM | 370,000 tested, 0.55% active | AID 651958; in the data active = inhibition above about 30%; also: 0% = vehicle wells with enzyme and 100% = no enzyme wells
FadD28 FP inh: M. tuberculosis FadD28 bisubstrate binding inhibition. FadD28 bisubstrate probe binding, fluorescence polarization. inhibition, % at 12.5 µM. 360,000 tested, 0.22% active. AID 588549; in the data active = inhibition above about 8.5%, passing the limit was not always enough; inconclusive = no clear call, values can overlap the other calls
BoNT A protease: inhibitors of Botulinum neurotoxin A light chain protease; multiplex microsphere protease substrate cleavage, flow cytometry; inhibition, % at 10 µM; 360,000 tested, 0.17% active; also: plate controls were buffer without enzyme for full effect and enzyme alone for no effect
Anthrax LF prot: inhibitors of Bacillus anthracis lethal factor protease. 360,000 tested, 0.12% active. P15917. multiplex microsphere protease cleavage assay, LF. AID 588501. inhibition, % at 10 µM; also: plate controls were buffer without enzyme for full effect and enzyme alone for no effect
Target sequence (P15917 whole entry, looked up): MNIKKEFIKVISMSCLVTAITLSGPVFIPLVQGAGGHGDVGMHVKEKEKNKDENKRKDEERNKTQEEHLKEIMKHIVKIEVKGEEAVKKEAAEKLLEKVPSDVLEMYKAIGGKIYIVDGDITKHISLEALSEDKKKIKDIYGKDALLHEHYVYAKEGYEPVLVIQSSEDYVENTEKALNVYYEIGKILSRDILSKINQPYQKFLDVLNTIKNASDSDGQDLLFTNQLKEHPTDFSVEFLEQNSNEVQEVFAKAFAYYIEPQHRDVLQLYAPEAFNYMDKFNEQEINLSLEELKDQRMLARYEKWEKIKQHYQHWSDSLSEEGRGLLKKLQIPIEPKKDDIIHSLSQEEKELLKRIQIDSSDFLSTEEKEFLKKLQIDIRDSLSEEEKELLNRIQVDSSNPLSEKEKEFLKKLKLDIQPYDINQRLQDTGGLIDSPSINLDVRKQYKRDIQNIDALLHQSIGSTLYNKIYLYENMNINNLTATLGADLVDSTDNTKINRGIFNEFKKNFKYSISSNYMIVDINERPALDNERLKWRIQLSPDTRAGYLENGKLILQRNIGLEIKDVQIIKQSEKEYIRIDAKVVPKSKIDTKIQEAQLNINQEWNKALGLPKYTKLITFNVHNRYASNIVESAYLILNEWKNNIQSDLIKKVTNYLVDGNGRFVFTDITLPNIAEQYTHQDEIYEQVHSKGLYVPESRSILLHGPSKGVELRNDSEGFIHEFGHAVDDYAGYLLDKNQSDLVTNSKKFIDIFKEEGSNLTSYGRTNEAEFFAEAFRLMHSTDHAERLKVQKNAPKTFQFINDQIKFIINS
TcdB inh: TcdB glycohydrolase inhibition; TcdB glycohydrolase enzymatic assay, plate reader; inhibition, % at 9.99 µM; 350,000 tested, 0.24% active; in the data active = inhibition above about 10%
PrPC TRFRET: inhibitors of human cell surface prion protein PrPC; TR-FRET read-out; inhibition, % at 13.8 µM; 370,000 tested, 0.43% active; AID 720596; in the data active = inhibition above about 24%; also: 0% = median of the test wells and 100% = reference compound wells
Starred values were filed as active, the others as inactive; ? = inconclusive; . = not tested or not shown. Rule as the data show it, unless noted: active = inhibition above about 30%; inconclusive = no clear call, values can overlap the other calls; inactive = below that.

SMILES | Yp Topo-I inh | BoNT-F LC inh | PfHsp40 rescue | CCHF vOTU inh | FadD28 FP inh | BoNT A protease | Anthrax LF prot | TcdB inh | PrPC TRFRET
Cc1ccccc1-c1nnc(SCC(=O)NCC2CCCO2)o1 (configuration not stated) | 7 | -2 | -1.7 | -4 | -0.2 | -1.1 | -2 | 0.8 | 4
Cn1c(=O)c2c(nc(N/N=C/c3cccnc3)n2Cc2ccccc2)n(C)c1=O | 1 | 7 | -1.3 | 7 | 0.7 | 0.8 | -1 | -51 | -11
Cc1ccc(NC(=O)Cn2c(=O)c3cccn3c3ccccc32)c(Cl)c1 | -5 | 2 | 0.9 | 13 | -2.1 | -0.3 | 0 | 1.3 | 6
Cc1ccc(C(=O)CSc2nnc(-c3ccco3)o2)o1 | 1 | 4 | 1.3 | -7 | -0.3 | -0.1 | -5 | . | -1
CC(C)NC(=O)CSCc1cccc(Br)c1 | -8 | 5 | 0.0 | 3 | -1.6 | 0.6 | -5 | 2.7 | 6
CC(C)C(OC(=O)c1cccs1)C(=O)NCc1ccc(F)cc1 (configuration not stated) | 2 | 4 | -0.7 | 7 | -1.2 | 0.4 | 5 | 1.4 | 3
CC(=O)c1cccc(NC(=O)N2CCOCC2)c1 | 1 | -5 | -1.1 | -6 | 0.8 | -1.3 | -2 | 1.6 | 0
CCOC(=O)C1=C(C)NC(SCc2cc(=O)[nH][nH]2)=C(C#N)C1c1cccs1 (configuration not stated) | -11 | -4 | 8.9 | 9 | -0.3 | 0.2 | -2 | -1.1 | 2
O=c1[nH]cc(COCc2ccccc2)c(=O)[nH]1 | -3 | -8 | -0.5 | 5 | -0.3 | -0.9 | -3 | . | -3
CNCc1c(OCc2ccccc2)ccc2ccccc12 | 2 | -28 | 19 | -6 | 0.1 | -0.6 | -2 | 1.2 | -12
Nc1nonc1-n1nnc(C(=O)N/N=C/c2ccc(F)cc2)c1-c1ccc2c(c1)OCO2 | 7 | -5 | -0.8 | -8 | -0.8 | -0.4 | 3 | -0.9 | -5
CCCCn1c(/N=C/c2ccc3c(c2)OCO3)nc2ccccc21 | 9 | -27 | -0.1 | 20 | 0.9 | -2.2 | -2 | 0.9 | 2
O=C(Oc1ccccc1N1C(=O)C2CCCCC2C1=O)c1ccccc1 (configuration not stated) | -2 | 0 | 0.3 | -5 | -2.7 | -0.4 | -3 | . | 4
O=C(CN1CCC(C(=O)c2ccc(F)cc2)CC1)Nc1ccccc1Cl | 36 | 6 | 4.1 | 18 | 0.0 | 0.3 | 0 | 0.6 | -3
O=C(Nc1ccc(S(=O)(=O)N2CCOCC2)cc1)c1cccc([N+](=O)[O-])c1 | -5 | ? | 0.7 | 4 | -1.0 | -0.9 | 11 | 0.7 | -23
CSc1ccccc1NC(=O)c1cc(C(C)C)on1 | 11 | 7 | 1.4 | -1 | -2.0 | -0.7 | -4 | . | 8
O=C(Cn1c(=O)oc2cc(S(=O)(=O)N3CCCCC3)ccc21)N1CCCCC1 | -3 | . | -0.2 | 5 | -1.7 | . | . | 0.9 | 1
COc1ccc(NC(=S)Nc2ccc(Oc3ccccc3)cc2)cc1 | 13 | 0 | 19 | 0 | 1.3 | 0.3 | -4 | . | 4
COc1ccc(-n2nc(C(=O)NCc3ccco3)c3c4ccccc4n(C)c3c2=O)cc1 | 9 | -2 | 0.0 | -2 | -1.0 | -0.7 | -1 | 0.4 | 5
CN(C)/C=C(\C=O)c1c(Cl)cccc1Cl | 2 | 5 | -1.4 | -4 | -0.7 | 0.3 | 1 | 0.7 | -1
Cc1ccc(NC(=O)/C=C/c2ccco2)cc1S(=O)(=O)N1CCCCCC1 | 0 | -4 | -0.9 | -9 | -14 | -0.5 | -1 | 0.9 | -9
O=C(NNc1cccc(Cl)n1)C1CC1 | 7 | 7 | -0.6 | -4 | -0.4 | -0.8 | -7 | 5.8 | 10
COc1cc(C(=O)NC(C)c2ccc(-n3ccnc3)cc2)cc(OC)c1C (configuration not stated) | 13 | -16 | -0.3 | 5 | -2.6 | -0.4 | -7 | 2.2 | -13
Cc1nc2c3cc(F)ccc3n(Cc3ccccc3F)c2s1 | 24 | -1 | -0.4 | -1 | -3.1 | -0.2 | -2 | 0.5 | 1
COc1ccccc1CN(C)C(=O)c1cccc(S(=O)(=O)N2CCc3ccccc3C2)c1 | 20 | -7 | 2.0 | 6 | -5.2 | -0.5 | 2 | 0.8 | -4
CC1(C)Cc2c(c(-c3ccccc3)nc(N3CCOCC3)c2C(N)=O)CO1 | 4 | -6 | -0.5 | 3 | -4.7 | -1.1 | -3 | . | 3
CCCCN(C)CCNC(=O)C(NC(=O)C1CCC(C)CC1)C(C)C (configuration not stated) | -11 | . | 0.4 | -2 | 0.2 | . | . | 2.7 | -1
NC(=O)C1CCN(C(=O)CN(c2ccc3c(c2)OCCO3)S(=O)(=O)c2ccccc2)CC1 | -1 | 0 | -2.2 | -9 | -0.9 | 2.0 | 1 | 1.1 | -2
O=C(Nc1ccc(Cl)cc1)OCc1cn(-c2ccccc2)nn1 | -8 | -12 | -2.0 | -1 | -3.1 | -1.9 | -3 | 1.4 | -1
O=C(N/N=C1\CC(c2ccccc2)Oc2ccccc21)c1ccc(O)cc1 (configuration not stated) | -17 | -4 | 0.0 | 13 | -8.0 | -2.7 | 8 | 1.1 | -1
CCOC(=O)c1[nH]c2ccc(Cl)cc2c1NC(=O)/C=C/c1ccc2c(c1)OCO2 | 0 | -1 | -0.9 | 4 | -5.6 | -0.5 | 0 | 1.9 | -2
O=c1c(Br)c(Br)cnn1-c1ccccc1 | -9 | 0 | 1.6 | 12 | -3.7 | -0.6 | -5 | 1.6 | 33*
Cc1ccc2c(CC(=O)OC(C)C(=O)Nc3ncc(Cl)cc3Cl)coc2c1 (configuration not stated) | 0 | -13 | 0.0 | -1 | -0.1 | -3.4 | -9 | -5.3 | 7
O=C(O)c1cc(-c2ccc3ccccc3c2)nc2ccc(F)cc12 | 2 | -26 | 4.1 | -6 | -2.7 | -1.9 | 3 | 0.4 | 3
CC(C)(C)N(Cc1ccccc1)C(=O)COC(=O)CNS(=O)(=O)c1ccc2ccccc2c1 | 4 | 8 | 1.2 | 6 | -1.0 | -0.2 | -6 | -1.2 | -2
Fc1ccc(COc2ccc(-c3nnco3)cc2)cc1 | -3 | . | . | 0 | -1.6 | . | . | -1.3 | 1
O=C(CSc1nnc(-c2ccncc2)o1)c1ccc2c(c1)OCCO2 | 3 | -3 | 0.7 | -12 | -0.4 | -0.7 | -1 | 1.1 | 2
O=C(N/N=C/c1cc(Cl)cc([N+](=O)[O-])c1O)c1ccccc1NS(=O)(=O)c1cccs1 | -1 | -4 | 244* | 8 | 1.8 | -0.9 | -2 | 1.9 | 5
Cn1c(SCC(=O)c2ccccc2)ncc(C(=O)Nc2ccc(F)cc2)c1=O | 2 | 4 | 0.7 | 0 | -1.9 | 1.5 | -2 | -2.0 | -6
CCOc1ccc(S(=O)(=O)N2CCOCC2)cc1NC(=O)C1=COCCO1 | -3 | 12 | -0.1 | -3 | -0.4 | 3.4 | -3 | -1.0 | 6
COCCN1C(=O)N(c2cccc(OC)c2)C(=O)C1CC(=O)Nc1ccc(Cl)cc1 (configuration not stated) | -5 | ? | 0.7 | 6 | -2.7 | -0.9 | 3 | 1.6 | -5
COc1ccc(CN(C)CC(=O)NC(=O)NCc2ccccc2)c(OC)c1 | 17 | -6 | -0.1 | 1 | 0.5 | -0.4 | 1 | . | 2
Cc1ccc(NC(=O)c2cc(-c3ccccc3)n(CCCN3CCOCC3)c2C)cc1 | -10 | . | . | -6 | -2.2 | . | . | 0.3 | 1
O=C(O)C1CC=CCC1C(=O)Nc1cccc(C(=O)N2CCCCC2)c1 (configuration not stated) | -4 | -9 | -0.1 | 12 | 1.2 | ? | -4 | . | -3
Cc1ccc2c(n1)CC(C)(C)C/C2=N\O | 4 | 13 | -1.5 | 1 | -1.8 | 1.3 | 0 | . | 3
COCCN(C(=O)CSc1nnc(-c2ccc(F)cc2)n1N)c1c(N)n(CC(C)C)c(=O)[nH]c1=O | 1 | 2 | . | 8 | -1.2 | 0.4 | -1 | 0.2 | 6
CC(C)C(=O)Nc1ncc2c(n1)CC(c1cccs1)CC2=O (configuration not stated) | 3 | -3 | -0.1 | -3 | -2.4 | -0.2 | -1 | . | 4
CC1CCN(S(=O)(=O)c2ccc3c(c2)N(CC(=O)NCCCN(Cc2ccccc2)C(C)C)C(=O)CO3)CC1 | 10 | -2 | 0.6 | 3 | -2.1 | 0.2 | -4 | 0.9 | -8
O=C(NCc1cnn(-c2ccccc2)c1)C1CCC(=O)N(C2CC2)C1 (configuration not stated) | 6 | 0 | -0.9 | 0 | -0.1 | -0.2 | 0 | -0.2 | 5
COc1cccc(-c2nn(-c3ccccc3)cc2C(=O)OCC(=O)Nc2ncc(Cl)cc2Cl)c1 | -1 | -14 | -0.8 | 9 | -0.6 | 0.3 | -6 | . | 8
COc1ccc(C(=O)Cn2c(N3CCCCC3)nc3c2c(=O)n(C)c(=O)n3C)cc1OC | 7 | 2 | 0.4 | 10 | -3.0 | -0.2 | 9 | -1.6 | 8
c1ccc(-n2cnnc2SCc2cn3ccccc3n2)cc1 | 2 | -2 | -0.5 | -5 | -3.9 | 0.4 | -8 | . | -3
COc1ccc([C@@H]2CC=C(C(=O)O)[C@H](c3cccc(Cl)c3)N2S(=O)(=O)c2ccccc2C)cc1 | 5 | 10 | 3.4 | 25 | -1.0 | 0.3 | -7 | -3.4 | 15
CCCNC(=S)NCCN1CCCCC1 | -6 | 1 | -0.9 | -6 | -3.3 | -0.2 | -4 | . | 8
CCCCCCN1C2=NCCCN2c2ccccc21 | 11 | -3 | 1.5 | -3 | -2.5 | -0.1 | -7 | 0.5 | 10
CC(=O)Nc1ccc(S(=O)(=O)NCCC(=O)OC(C)C(=O)NC2(C#N)CCCCC2)cc1 (configuration not stated) | -2 | 12 | -0.6 | 5 | -2.3 | 4.3 | -3 | 1.0 | -2
CCC(Sc1nc2ccccc2s1)C(=O)Nc1nnc(C)s1 (configuration not stated) | 10 | -2 | 0.3 | 1 | -6.6 | -1.2 | -2 | . | -6
CC(=O)c1cccc(NC(=O)N(c2ccccc2)c2ccccc2)c1 | 15 | . | 0.1 | 0 | -0.5 | . | . | 2.0 | 9
COc1cccc(NC(=S)N2CCN(C/C=C/c3ccccc3)CC2)c1 | -12 | -6 | -0.4 | -6 | -2.1 | -1.5 | -3 | . | -2
C=C1CCN([C@@H](Cc2ccccc2)C(=O)N2CCOCC2)S(=O)(=O)c2ccccc21 | 12 | 1 | -0.6 | -5 | -1.1 | 0.2 | -6 | 0.9 | 1

(more compounds)
SMILES | Yp Topo-I inh | BoNT-F LC inh | PfHsp40 rescue | CCHF vOTU inh | FadD28 FP inh | BoNT A protease | Anthrax LF prot | TcdB inh | PrPC TRFRET
Cc1ccc(NC(=O)NC2C(NC(=O)Nc3ccc(C)cc3)N(C)C(=O)N2C)cc1 (configuration not stated) | 4 | 17 | 1.8 | 2 | -0.4 | ? | -17 | 0.7 | 2
COc1ccc(C2=[N+]([O-])C(C)(C)N(O)C2C)cc1 (configuration not stated) | -4 | 7 | -1.2 | 8 | -1.5 | 0.4 | -4 | . | -2
CCN(Cc1ccncc1)Cc1cn[nH]c1-c1ccc(OC)cc1F | 5 | -3 | 1.5 | -5 | -2.7 | -0.5 | -2 | 0.6 | -5
CC(C)NC(=O)Cn1c(SCC(=O)N2CCCCCC2)nc2ccccc21 | 6 | -14 | 11 | -4 | 0.8 | -2.3 | -5 | . | 9

Full records, looked up by structure.
Listed for CC(C)C(=O)Nc1ncc2c(n1)CC(c1cccs1)CC2=O (configuration not stated) → Yp Topo-I inh = 3; BoNT-F LC inh = -3; PfHsp40 rescue = -0.1; CCHF vOTU inh = -3; FadD28 FP inh = -2.4; BoNT A protease = -0.2; Anthrax LF prot = -1; TcdB inh = .; PrPC TRFRET = 4
Listed for COCCN1C(=O)N(c2cccc(OC)c2)C(=O)C1CC(=O)Nc1ccc(Cl)cc1 (configuration not stated) → Yp Topo-I inh = -5; BoNT-F LC inh = ?; PfHsp40 rescue = 0.7; CCHF vOTU inh = 6; FadD28 FP inh = -2.7; BoNT A protease = -0.9; Anthrax LF prot = 3; TcdB inh = 1.6; PrPC TRFRET = -5
